High-throughput results: PubChem BioAssay, National Center for Advancing Translational Sciences (NCATS)
Pol beta inh – blocks human DNA polymerase beta activity; P06746; 1.3% of 340,000 active; Potency, µM (series often up to 114 µM), without a hit: top-dose activity change, negative = inhibition, usual class: inhibitors; Pol beta primer extension/strand displacement, fluorescence kinetic; further: potency means the concentration at half of the fitted maximal effect; on the % scale 0 is the no-effect control and ±100 the full control effect
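Reaction started by 50 nM substrate onto compound-treated Pol beta (10 nM, 15 min preincubation, room temperature); plates read at 0 min and 10 min. Normalized concentration-effect data fitted by four-parameter Hill equation.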
APEX1 inh – blocks human APE1 abasic DNA cleavage. P27695. recombinant APE1, TAMRA/BHQ-2 abasic DNA cleavage fluorescence. Potency, µM (doses to about 65.8 µM), for inactives: at the top dose activity change, negative = inhibition, hits mostly inhibitors. 0.35% of 350,000 active;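 further: potency means the concentration at half of the fitted maximal effect; plate controls were vehicle for no effect and reference inhibitor for full effect; nearly all actives have a fitted effect of over 55% in size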
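Enzyme (0.75 nM final) and test compound are incubated 15 min at room temperature before adding 50 nM quenched THF abasic-site duplex. Cleavage dequenches TAMRA, followed at 525/598 nm over three reads one minute apart.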
TRHR ag – TRH receptor (human) agonism. P34981. activation, % at 2 µM. 0.18% of 360,000 active. AID 493084. TRHR cells, calcium flux fluo-8, FDSS agonist mode; in the data active means activation above about 30%; further: 0% is about no effect
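TRHR-expressing cells, plated overnight in medium with 10% serum, were loaded with fluo-8 calcium dye at room temperature. After a 10 s baseline, library compound was pin-added and calcium release was recorded kinetically (ex 480/em 530) as agonist response.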
BLM helicase inh – blocks DNA unwinding by human BLM helicase; recombinant BLM DNA unwinding, fluorescence dequenching; Potency, µM (series often up to 56.1 µM), inactives show at the highest dose activity change, negative = inhibition, most hits filed as inhibitors; P54132; 0.2% of 350,000 active;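 further: potency means the concentration at half of the fitted maximal effect; plate controls were vehicle for no effect and no enzyme for full effect; nearly all actives have a fitted effect of over 35% in size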
ALOX12 inh – blocks human arachidonate 12S-lipoxygenase. AID 1671190. P18054. purified 12hLO, xylenol orange hydroperoxide absorbance. Potency, µM (titrated, usually from 108 µM), without a hit: at the highest dose activity change, negative = inhibition, usual class: inhibitors. 1.1% of 580,000 active; further: potency means the concentration at half of the fitted maximal effect; on the % scale 0 is the no-effect control and ±100 the full control effect
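Hydroperoxide product was detected by ferrous iron/xylenol orange as the 573 to 405 nm absorbance ratio. Arachidonic acid at 40 uM (final) was turned over for 30 min at room temperature by 150 nM human 12hLO, pH 7.0 Hepes buffer, after 15 min compound preincubation.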
POLK inh – inhibitors of human DNA polymerase kappa; purified Pol kappa, fluorescent DNA synthesis assay, 10 min; 0.53% of 400,000 active; Q9UBT6; AID 588579; Potency, µM (top dose mostly 107 µM), without a hit: at the top dose activity, negative = inhibition, most hits filed as inhibitors; further: potency means the concentration at half of the fitted maximal effect; on the % scale 0 is the no-effect control and ±100 the full control effect
Target sequence (Q9UBT6 whole entry, looked up): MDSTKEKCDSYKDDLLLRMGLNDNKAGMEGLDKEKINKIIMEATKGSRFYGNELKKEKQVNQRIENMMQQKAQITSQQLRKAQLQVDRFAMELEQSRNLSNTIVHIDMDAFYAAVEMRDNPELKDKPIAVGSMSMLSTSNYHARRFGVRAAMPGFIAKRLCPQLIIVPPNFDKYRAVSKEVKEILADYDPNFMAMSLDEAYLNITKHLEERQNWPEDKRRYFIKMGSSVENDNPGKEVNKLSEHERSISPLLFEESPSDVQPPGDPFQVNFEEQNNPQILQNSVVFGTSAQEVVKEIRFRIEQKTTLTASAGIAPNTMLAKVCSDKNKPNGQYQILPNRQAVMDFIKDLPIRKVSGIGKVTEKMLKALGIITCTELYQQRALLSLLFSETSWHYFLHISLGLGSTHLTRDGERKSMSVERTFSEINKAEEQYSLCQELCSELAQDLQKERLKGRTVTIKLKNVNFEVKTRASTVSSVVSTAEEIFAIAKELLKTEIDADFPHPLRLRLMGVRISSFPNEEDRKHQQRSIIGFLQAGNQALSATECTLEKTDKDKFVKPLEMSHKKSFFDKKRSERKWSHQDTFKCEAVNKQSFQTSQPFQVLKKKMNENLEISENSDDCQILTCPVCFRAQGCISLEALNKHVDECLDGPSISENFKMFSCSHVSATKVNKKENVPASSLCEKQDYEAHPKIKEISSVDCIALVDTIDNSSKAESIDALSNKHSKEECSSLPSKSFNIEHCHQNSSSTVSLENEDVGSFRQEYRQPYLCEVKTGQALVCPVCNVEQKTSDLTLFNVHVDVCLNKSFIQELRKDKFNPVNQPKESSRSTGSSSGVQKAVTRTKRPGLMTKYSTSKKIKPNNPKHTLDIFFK
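Inhibition of 10 nM Pol kappa is measured by a fluorescent read-out at 0 and 10 min following addition of 50 nM substrate (final), with a 15-min room-temperature compound preincubation.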
Anesthetic bind – candidate novel general anesthetic via apoferritin binding | apoferritin/1-aminoanthracene competitive binding, fluorescence | Potency, µM (highest dose often 77.5 µM), inactives show at the highest dose activity change, negative = displacement, actives largely listed as inhibitors | 0.074% of 350,000 active | AID 485281; further: potency means the concentration at half of the fitted maximal effect; on the % scale 0 is the no-effect control and ±100 the full control effect; nearly all actives have a fitted effect of over 20% in size
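Horse-spleen apoferritin (10 uM) was mixed with 50% saturated 1-aminoanthracene in PBS, exposed to compounds for 10 min at room temperature, and read for fluorescence (ex 380 nm, em 535 nm). Competitive displacement was fitted with a four-parameter Hill equation.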
POLI inh – DNA polymerase iota (human) inhibition. Q9UNA4. Pol iota fluorescent replication assay, 10 min. Potency, µM (series often up to 115 µM), without a hit: at the top dose activity, negative = inhibition, most hits filed as inhibitors. 1% of 390,000 active. AID 588590; further: potency means the concentration at half of the fitted maximal effect
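Fluorescent replication assay read twice, at 0 min and 10 min after adding 50 nM (final) substrate. Enzyme (10 nM) and compounds were first incubated 15 min at room temperature; enzyme-free buffer wells were negative controls.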
ERG-DNA inh – ERG Ets/DNA interaction inhibition | P11308 | fluorescence polarization, His-ERG Ets domain / labelled DNA | Potency, µM (series often up to 76.9 µM), for the others: at the top dose FP activity, negative = inhibition, most hits filed as inhibitors | 0.028% of 370,000 active | AID 624246; active means well fitted inhibition curve with a large enough effect in the polarisation, with a control signal flat; inconclusive means small, poorly fitted or top-dose-only effect, or effect the other way, or a change in a side signal; inactive means no such curve, though single readings can be large or run the other way; the % refers to the polarisation;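 further: polarization taken with two DNA probes labelled with fluorescein and Texas red; potency means the concentration at half of the fitted maximal effect; % of control where 0% means no effect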
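His-tagged ERG Ets domain (1 uM in the protein solution; 300mM KCl, 50mM Tris-HCl, 1mM EDTA, 1mM DTT, pH 7.5) received compound, then a probe mix of 5 nM fluorescein-DNA and 100nM Texas-615-DNA. Fluorescence polarization was read for both dyes.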
* = called active by the depositor; ? = inconclusive; · = not tested or not shown; [ ] = another dose, or the depositor's remark. Unless noted, the call rests on the fitted dose curve; in most records, active means well fitted curve in the direction sought with a large enough effect; inconclusive means small, poorly fitted or top-dose-only effect, or another doubt; inactive means no such curve, though single readings can be large; an effect the other way counts as inactive or inconclusive.

1	O=C(Nc1cccc(Cl)c1)c1ccc2c(c1)SC1=NS(=O)(=O)CCN12
2	CC(C)NC(=O)c1ccc(Cn2c(SCC(N)=O)nc3ccccc3c2=O)cc1
3	COc1cccc(CC2(CO)CCCN(C(=O)c3cc[n+]([O-])cc3)C2)c1 (stereo not given)
4	COc1ccc(CN2CCC(n3nccc3NC(=O)c3ccc4c(c3)OCO4)CC2)cc1C
5	Cc1ccc(-n2c(=O)[nH]cc(C(=O)Nc3ccc4c(c3)OCCO4)c2=O)cc1
6	OCc1cn(-c2ccccc2)nc1-c1ccco1
7	O=C(NCC1CCC(C(=O)O)CC1)OCc1ccccc1 (stereo not given)
8	O=S(=O)(c1ccccc1)c1nnn2c1nc(N1CCN(c3ccccc3)CC1)c1cc(Cl)ccc12
compound no.	1	2	3	4	5	6	7	8
Pol beta inh	27%	?	36%	2%	-12%	-6%	1%	7%
APEX1 inh	-12%	·	14%	62%[activator]	-4%	-1%	6%	·
TRHR ag	0.3	0.3	0.4	0.1	0.3	-0.5	0.4	-0.1
BLM helicase inh	-2%	3%	-4%	0%	-6%	-2%	-2%	-3%
ALOX12 inh	-3%	0%	-16%	-28%	0%	-3%	-10%	-15%
POLK inh	-6%	-6%[60.1 µM]	3%	13%	-5%	0%	-4%	-8%
Anesthetic bind	-14%	11%	-2%	-22%	-21%	?	-5%	-4%
POLI inh	-3%	4%	-11%	-11%	7%	3%	114%[activator]	25%
ERG-DNA inh	6%	1%	-18%	-4%	-3%	·	-11%	10%

9	COc1ccccc1Sc1ccccc1/C=N/NC(N)=O
10	CCN(C(=O)C(Cc1ccccc1)NS(=O)(=O)c1cccc2nsnc12)c1ccccc1 (stereo not given)
11	O=C(CN1CCN(S(=O)(=O)c2ccc(F)cc2)CC1)Nc1ccccc1F
12	Cc1cccc(CNc2ncncc2-c2ccccc2CN(C)C)c1
13	COc1ccc([N+](=O)[O-])cc1NC(=O)CSc1ncccn1
14	C/C(=N\NC(=O)Cn1ccc(C(F)(F)F)n1)c1ccc(N2CCOCC2)cc1
15	Cc1ccc(C)c(CNC(=O)c2sc3ncnc(N(C)C4CCCCC4)c3c2C)c1
16	CC1(C)CC(=O)C2=C(C1)OC(N)=C(C#N)[C@@]21C(=O)N(CC(N)=O)c2ccccc21
compound no.	9	10	11	12	13	14	15	16
Pol beta inh	5%	22%	2%	·	-1%	-4%	2%	14%
APEX1 inh	6%	·	-2%	-2%	-1%	5%	·	1%
TRHR ag	0.2	-1.2	0.0	·	0.1	-0.9	-0.2	0.4
BLM helicase inh	1%	-2%	-2%	6%	0%	-5%	-7%	-1%
ALOX12 inh	4%	-21%	-22%	-2%	-9%	13%	-24%	-10%
POLK inh	8%	-4%	-18%	-4%[60.1 µM]	2%	-8%	-5%[60.1 µM]	-10%
Anesthetic bind	-10%	-5%	-10%	·	-8%	-7%	-13%	-10%
POLI inh	35%[activator]	7%	-49%	·	46%[activator]	22%	-4%	10%
ERG-DNA inh	0%	?	-7%	·	5%	-2%	-1%	3%

17	Cc1sc2c(c1C)c(=O)n(CCc1ccccc1)c(=O)n2Cc1ccc(C(C)(C)C)cc1
18	Cc1ccc(S(=O)(=O)CCC(=O)Nc2cc(Cl)ccc2-n2cncn2)cc1
19	CCOc1ccccc1CNC(=O)CCn1ccc2cc(S(=O)(=O)N3CCC(C)CC3)ccc21
20	Cc1nnc(SCCn2c(N3CCCCC3)nc3c2c(=O)n(C)c(=O)n3C)s1
21	Cc1cccc(/C=N/NC(=O)c2ccncc2)n1
22	Cc1ccc(S(=O)(=O)N(C)C)cc1NC(=O)CSc1ncc(C(F)(F)F)cc1Cl
23	CC(=O)CSc1ncnc2sc3c(c12)CCC3
24	CCN(CC)C(=O)Cn1c(=O)n(CCCCCC(=O)NCc2ccccc2Cl)c(=O)c2sccc21
compound no.	17	18	19	20	21	22	23	24
Pol beta inh	0%	·	-11%	·	19%	21%	-21%	1%
APEX1 inh	·	-5%	·	·	35%	-1%	-1%	·
TRHR ag	0.6	-0.4	-0.6	·	0.5	-0.2	0.0	0.3
BLM helicase inh	-10%	·	-8%	·	2%	-5%	3%	-9%
ALOX12 inh	-21%	-45%	0%	9%	29%	0%	0%	-22%
POLK inh	6%	-6%	-16%	-13%	2%	-2%	0%	-11%
Anesthetic bind	0%	·	25%	·	2%	-9%	?	4%
POLI inh	22%	14%	-17%	17%	-29%	27%	135%[activator]	-1%
ERG-DNA inh	1%	-1%	11%	6%	5%	10%	11%	1%

Another view of part of the listing above.
21: Cc1cccc(/C=N/NC(=O)c2ccncc2)n1
  Pol beta inh: 19%
  APEX1 inh: 35%
  TRHR ag: 0.5
  BLM helicase inh: 2%
  ALOX12 inh: 29%
  POLK inh: 2%
  Anesthetic bind: 2%
  POLI inh: -29%
  ERG-DNA inh: 5%
22: Cc1ccc(S(=O)(=O)N(C)C)cc1NC(=O)CSc1ncc(C(F)(F)F)cc1Cl
  Pol beta inh: 21%
  APEX1 inh: -1%
  TRHR ag: -0.2
  BLM helicase inh: -5%
  ALOX12 inh: 0%
  POLK inh: -2%
  Anesthetic bind: -9%
  POLI inh: 27%
  ERG-DNA inh: 10%
23: CC(=O)CSc1ncnc2sc3c(c12)CCC3
  Pol beta inh: -21%
  APEX1 inh: -1%
  TRHR ag: 0.0
  BLM helicase inh: 3%
  ALOX12 inh: 0%
  POLK inh: 0%
  Anesthetic bind: ?
  POLI inh: 135%[activator]
  ERG-DNA inh: 11%
24: CCN(CC)C(=O)Cn1c(=O)n(CCCCCC(=O)NCc2ccccc2Cl)c(=O)c2sccc21
  Pol beta inh: 1%
  APEX1 inh: ·
  TRHR ag: 0.3
  BLM helicase inh: -9%
  ALOX12 inh: -22%
  POLK inh: -11%
  Anesthetic bind: 4%
  POLI inh: -1%
  ERG-DNA inh: 1%

(more compounds)
25	Cc1ccc(NC(=O)c2cccc(S(=O)(=O)N3CCN(c4ccccc4)CC3)c2)nc1
26	CCc1ccc(NC(=O)c2cc(S(=O)(=O)N3CCCC3)c[nH]2)cc1
27	CC(C)(C)NC(=O)NC(=O)COC(=O)c1cccc(OC(F)F)c1
28	Cc1cc(C)c(S(=O)(=O)Cc2ccccc2)c(OC(C)C)n1
compound no.	25	26	27	28
Pol beta inh	·	0%	-23%	35%
APEX1 inh	18%	-13%	?	23%
TRHR ag	-0.3	-0.9	-0.9	-1.5
BLM helicase inh	·	-5%	-3%	-5%
ALOX12 inh	-32%	·	2%	?
POLK inh	-6%	-8%	-1%	-11%
Anesthetic bind	·	-19%	-21%	-16%
POLI inh	17%	?	3%	52%[activator]
ERG-DNA inh	-15%	2%	-2%	6%

A portion of the library; rates above refer to the full screens.
